V-ATPase pH = alters yeast V-ATPase proton transport. S. cerevisiae, pHLuorin cytosolic pH fluorescence. response, % at 10 µM. 350,000 compounds, 0.37% hits; in the data active = response mostly above about 7.3%, no sharp cut-off; inactive = mostly below about 5.4%; note: actives read high; inactives centre near 0; some compounds called inactive have numbers as strong as hits
CAL PDZ FP-1 = blocks peptide binding to human CAL PDZ domain; 330,000 compounds, 0.02% hits; Q9HD26; inhibition, % at 20 µM; purified CAL PDZ, TMR-peptide fluorescence polarization, 1 h; AID 504414;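 active = highest replicate inhibition of at least 40%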;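 note: plate controls were DMSO neutral control wells for no effect and unlabeled competitor peptide control wells for full effect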
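Test system: purified CerCALP PDZ construct; Compound dosing: one concentration, 20 µM compound; Also added: TMR-labelled reporter peptide T*-PRC34 bound in PDZ groove; Read-out: inhibition from polarization loss; Controls: unlabelled peptide and DMSO controls; Signal: FP readout, S and P plane fluorescence; Incubation: 1 h at RT.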
dFosB act = activators of mouse delta FosB homodimer. activation, % at 25 µM. purified delta FosB, TAMRA-CDK5 oligo fluorescence polarization; percent of positive-control signal above neutral wells. 340,000 compounds, 0.99% hits. P13346;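 active = mean activation above about 17%, with every replicate also reaching it, limit read from the data, passing the limit was not always enough; inconclusive = only one of the two conditions met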;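 note: fluorescence polarization rise as delta FosB binds a TAMRA Cdk5 AP-1 oligo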
CAL PDZ FP-2 = blocks peptide binding to the human CAL PDZ domain. Q9HD26. purified CAL PDZ, TMR-peptide fluorescence polarization, 1 h. inhibition, % at 24.9 µM. 300,000 compounds, 0.92% hits. AID 602252;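 active = mean inhibition of at least 30% with at least half of replicates also reaching 30%; inconclusive = no clear call, values can overlap the other calls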;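 note: 0% = DMSO neutral control and 100% = excess unlabeled competitor peptide PRC23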
Wnt bcat act = Wnt/beta-catenin pathway activation; AID 743398; Wnt/beta-catenin reporter cell assay, activator, plate reader; 300,000 compounds, 1.2% hits; activation, % at 9.35 µM; in the data active = activation above about 30%, passing the limit was not always enough; inconclusive = no clear call, values can overlap the other calls;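 note: 0% = neutral control wells and 100% = positive control wells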
Rtt109 HAT inh = blocks Candida albicans Rtt109/Vps75 acetyltransferase activity. Q5AAJ8. purified Rtt109/Vps75, ThioGlo CoA-SH fluorescence, 4 h. inhibition, % at 34.9 µM. 330,000 compounds, 0.16% hits. AID 540336;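 active = inhibition of at least 50% in every replicate; inconclusive = best replicate reaches 50% inhibition but some replicates fall short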
Target sequence (Q5AAJ8 whole entry, looked up): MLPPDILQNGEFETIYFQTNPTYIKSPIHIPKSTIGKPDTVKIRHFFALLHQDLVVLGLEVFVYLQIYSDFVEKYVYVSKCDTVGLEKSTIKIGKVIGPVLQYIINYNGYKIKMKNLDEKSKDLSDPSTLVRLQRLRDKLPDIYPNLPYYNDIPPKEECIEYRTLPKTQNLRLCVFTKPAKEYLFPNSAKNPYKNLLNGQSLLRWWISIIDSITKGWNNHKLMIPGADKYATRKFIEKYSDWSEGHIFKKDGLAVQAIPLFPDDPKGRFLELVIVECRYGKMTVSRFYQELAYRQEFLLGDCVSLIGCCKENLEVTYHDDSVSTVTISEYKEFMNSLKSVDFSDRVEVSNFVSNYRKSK
MITF TRPM1 HTS = MITF TRPM1 promoter activation in melanoma cells | SK-MEL-5 TRPM1-promoter luciferase, 24 h; % of positive control, neutral wells = 0 | activation, % at 12.5 µM | 300,000 compounds, 0.75% hits;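 active = mean activation of at least 80% with every replicate also reaching 80%; inconclusive = mean reaches 80% but some replicate falls short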;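 note: 0% = neutral control wells and 100% = parthenolide positive control wells; values of inactives mirror those of a sister screen read the other way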
CDK5 inh = blocks human CDK5/p35 kinase activity; Q00535+Q15078; Recombinant CDK5/p35, ADP-Glo luminescence, 60 min; inhibition, % at 10 µM; 330,000 compounds, 0.01% hits; AID 488839;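 active = highest replicate inhibition of at least 50% and at least 75% of replicates reaching 50%; inconclusive = only one of the two criteria met; inactive = both criteria failed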;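 note: plate controls were DMSO neutral control for no effect and GW8510 at 10 µM for full effect; many of its hits are not listed in these tables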
Target sequence (Q00535 whole entry, looked up): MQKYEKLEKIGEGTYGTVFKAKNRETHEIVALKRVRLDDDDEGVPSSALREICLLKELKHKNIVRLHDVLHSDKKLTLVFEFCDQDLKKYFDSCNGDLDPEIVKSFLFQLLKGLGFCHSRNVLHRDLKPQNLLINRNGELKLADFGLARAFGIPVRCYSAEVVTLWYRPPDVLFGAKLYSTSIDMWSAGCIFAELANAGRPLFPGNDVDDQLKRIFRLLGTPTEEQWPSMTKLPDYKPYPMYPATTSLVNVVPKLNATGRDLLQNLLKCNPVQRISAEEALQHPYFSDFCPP
Target sequence (Q15078 whole entry, looked up): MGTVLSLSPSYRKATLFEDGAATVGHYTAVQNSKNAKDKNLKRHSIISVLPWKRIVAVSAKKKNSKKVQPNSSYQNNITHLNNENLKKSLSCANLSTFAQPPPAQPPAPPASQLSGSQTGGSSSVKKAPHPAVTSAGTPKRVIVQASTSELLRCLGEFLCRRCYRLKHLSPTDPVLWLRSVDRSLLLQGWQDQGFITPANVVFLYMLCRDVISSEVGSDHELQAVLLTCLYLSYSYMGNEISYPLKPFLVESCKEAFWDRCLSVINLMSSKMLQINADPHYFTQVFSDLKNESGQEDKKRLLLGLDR
cardiac RTF act = cardiac RTF calcium sensitization; 340,000 compounds, 0.24% hits; P19429+P45379; activation, % at 7.2 µM; IANBD-labeled TnC RTF fluorescence at EC20 calcium; 0% EC20 calcium, 100% full calcium; AID 493008;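 active = activation above the mean over all tested compounds plus 3 SD, cut at about 30% in these data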;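 note: rise in fluorescence read as greater calcium sensitivity of cardiac thin filaments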
Tat export inh = E. coli Tat transport inhibition; E. coli MC4100 TorA-mCherry Tat export, fluorescence; inhibition, % at 10 µM; 340,000 compounds, 0.036% hits; AID 488895;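 active = mean replicate inhibition at least 50% and at least half of replicates individually reaching 50%; inconclusive = only one of the two criteria met; inactive = neither criterion met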;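 note: exported cargo escapes ClpAP degradation while cytoplasmic cargo is degraded and loses fluorescence; 0% = median of neutral control wells and 100% = median of NaSCN control wells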
An asterisk follows results filed as active; ? = inconclusive; / = no result given. No enrichment for hits (roughly 4.1% active in at least one column).

SMILES	V-ATPase pH	CAL PDZ FP-1	dFosB act	CAL PDZ FP-2	Wnt bcat act	Rtt109 HAT inh	MITF TRPM1 HTS	CDK5 inh	cardiac RTF act	Tat export inh
Cc1cc(NC(=O)CSc2nnc3c(C)cc4ccccc4n23)no1	1	-0.8	-2	-4	-1	-1	15	-0.3	2	5
CCN(CC(=O)Nc1c(F)cccc1F)C(=O)/C=C/c1cn(Cc2ccccc2)nc1-c1cccnc1	-1	-2.5	-17	-3	-1	28	-6	0.3	0	-4
CCCCCCCNC(=O)C1(CC2CC(c3ccc(Cl)cc3)=NO2)CCN(C(=O)Cc2ccc(F)cc2)CC1 (stereo unspecified)	-1	-1.6	1	0	-3	-7	0	1.5	2	1
O=c1nc(-c2ccccc2)n(-c2ccccc2)c2ncccc12	0	-2.4	-2	-4	-5	14	-6	1.2	1	-5
COc1ccc(N2CC(C(=O)Nc3ccc(S(=O)(=O)Nc4nccs4)cc3)CC2=O)cc1 (stereo unspecified)	1	-1.2	1	5	2	5	1	0.2	3	2
CCn1nccc1C(=O)Nc1ccccc1OC	-4	0.5	-2	-5	-1	-4	-2	-0.7	-2	-4
c1ccc2[nH]c(NCc3ccc4c(c3)OCO4)nc2c1	-2	-0.4	3	-2	/	-9	63	1.1	0	-10
O=C1NC2(CCCc3ccccc32)C(=O)N1CCOc1ccc(Br)cc1 (stereo unspecified)	7	-0.9	-5	-1	-2	-13	-4	3.3	-2	3
O=C(Nc1ccc(F)cc1F)N1CCCN(c2ccc([N+](=O)[O-])cn2)CC1	-2	-0.5	0	-7	0	-6	15	1.1	2	-8
COc1ccc(-c2nc(C#N)c(NCC3CCCO3)o2)cc1OC (stereo unspecified)	-2	/	-9	0	14	1	45	1.8	4	?
CCOC(=O)c1ccc(NC(=O)COC)cc1	2	-1.2	5	-1	18	1	/	0.9	12	-6
CCc1ccc(CN2CCC(CO)(CC3CCCCO3)CC2)o1 (stereo unspecified)	1	-0.9	1	/	-1	-10	-9	0.6	6	-7
Cc1ccc(C)c(NC(=O)C(Sc2nncn2C)c2ccccc2)c1 (stereo unspecified)	-3	-1.1	0	/	/	-1	2	1.4	-1	0
Cc1cc(C)c(CN2CCC(n3nccc3NC(=O)C3CCCC3)CC2)cc1C	-2	-3.5	-11	-7	-1	0	-9	-0.3	0	2
O=C(NNS(=O)(=O)c1ccccc1)c1cccs1	1	0.2	7	-1	/	2	10	0.8	8	0
CCCCOC(=S)NC(=O)c1sc2ccccc2c1Cl	-11	-2.3	-14	/	-13	8	-4	-0.3	-1	8
COc1cc(CN(C)CC2CCCN(CCc3cccc(C(F)(F)F)c3)C2)ccc1O (stereo unspecified)	-6	-19	-1	-3	-1	-9	-12	-1.4	3	-3
CN=C1NN=C(c2cc(C)n(-c3c(C)n(C)n(-c4ccccc4)c3=O)c2C)CS1	2	-0.8	-11	-4	-1	/	2	0.7	-1	2
CCc1cc(C(=O)NN2C(=O)NC3(CCCCC3)C2=O)sc1C	2	-0.7	-6	/	-2	9	3	1.6	3	1
COc1ccccc1N1CCN(C(=O)c2oc3cc(C)cc(C)c3c2C)CC1	-1	-1.4	-1	1	-5	-3	/	-3.3	-3	12
C/C(=N\Nc1cccc2cccnc12)c1ccccc1O	1	1.0	-9	/	12	4	3	0.1	-2	0
COc1ccc(C(=O)N2CCCC(c3ccccc3)=N2)cc1	1	-0.8	-5	-1	1	-1	-7	2.5	/	-1
CCC(=O)N1CCC2(CC1)Oc1ccc(Cl)cc1C(=O)C21CC(c2ccc(Cl)cc2)=NO1 (stereo unspecified)	-1	-0.9	2	0	-5	0	5	2.3	-8	3
O=C(COC(=O)C12CC3CC(CC(O)(C3)C1)C2)N1CCN(S(=O)(=O)c2ccc(Cl)cc2)CC1	3	-1.0	-1	2	2	-7	-6	-0.4	10	1
O=C(c1cc(S(=O)(=O)NCc2ccco2)ccc1Br)N1CCOCC1	-1	0.3	-5	/	-3	-16	-5	0.3	0	1
O=S(=O)(Nc1ncccn1)c1ccc(NS(=O)(=O)c2cccc(Cl)c2Cl)cc1	-1	-0.7	4	-10	0	4	-7	-5.2	2	-7
CC(=O)Nc1cccc(-c2csc(Nc3ccc(C)cn3)n2)c1	-1	0.5	-11	0	/	18	119*	0.7	-5	2
CCN(CC)C(=O)C1CCN(S(=O)(=O)c2cccc3nonc23)CC1	0	-1.3	7	-3	-1	8	-3	-4.9	11	0
COc1ccccc1-n1c(SCC(=O)Nc2ccc3c(c2)OCO3)nc2c(c1=O)SCC2	-3	-1.2	-3	/	-3	-5	/	0.8	-3	-2
Cc1cc(OCC(=O)N2CCOCC2)cc2oc(=O)c3ccccc3c12	11	0.1	-46	/	/	6	16	-0.6	-3	-8
Cc1ccc(CN(CCO)CCO)cc1	0	-0.5	-2	-4	-2	0	-9	-1.6	3	-2
CCCN1C2CCCC1CC(NC(=O)C1CCCCC1)C2 (stereo unspecified)	4	-0.9	-2	/	-5	6	/	1.0	5	-5
CCCCNC(=O)CCn1c(=O)c2ccccc2n(CC(=O)N2CC(C)CC(C)C2)c1=O (stereo unspecified)	7	-2.2	7	-1	/	-4	-1	0.8	1	-7
CC(Oc1ccccc1)C(=O)N1CCCc2ccccc21 (stereo unspecified)	0	-2.7	3	-5	-1	-2	/	-0.1	-5	-3
CN(C)c1ccc(-c2nnn(CC(=O)NCc3ccc4c(c3)OCO4)n2)cc1	-5	1.4	-5	/	9	10	37	-0.2	6	-1
CCCCNc1c(N)n(CC(C)C)c(=O)[nH]c1=O	-2	0.4	3	2	0	6	8	1.0	2	-1
CCCN1CCC(NCC(C)c2ccccc2)CC1 (stereo unspecified)	-1	0.2	3	1	-2	-2	/	-0.4	-3	-2
CCC(=O)Nc1ccc(F)c(Cl)c1	3	-1.0	4	1	-1	-15	-10	0.9	-4	3
Cc1ccc(C(=O)N/C(=C/c2ccc(F)cc2)C(=O)NCc2ccncc2)cc1	-6	-2.3	-7	-2	-4	5	5	0.7	1	0
CCN(CC)C(=O)Oc1ccc(Cl)c2cccnc12	3	-1.8	0	-3	0	-6	-15	0.4	-7	5
C[C@@]12C(=O)N(c3cccc(F)c3)C(=O)N1[C@@H]1c3ccccc3OC[C@@H]1[C@H]2c1ccccc1	1	-1.8	-7	-1	0	-10	8	1.4	-3	-1
COc1ccc(N/C=C/c2nc(SC)nnc2C)cc1	-6	2.7	-23	5	-1	-1	0	-1.0	9	4
CC(=O)Nc1nc(N)n(-c2ccccc2)n1	2	-2.6	-4	-6	/	-8	-6	-0.8	3	2
CSc1ncccc1C(=O)N1CCN(S(=O)(=O)c2ccc(C)cc2)CC1	-4	-3.1	1	7	-2	0	-6	0.0	-8	-4
Cc1ccc(-n2nc3c(=O)n(CCCC(=O)NCc4ccco4)nc(C)c3c2C)cc1	-3	-1.8	-7	0	-1	2	-13	/	0	-1
COc1ccc(CN2C(=O)c3ccccc3C2=O)cc1C(=O)Nc1ccc(C)cc1C	1	-0.7	-2	/	-2	17	6	0.4	5	-3
COc1ccc(F)cc1S(=O)(=O)NCC(=O)NCc1cc(=O)n(C)c(=O)n1C	1	-1.7	1	-5	-1	13	3	-3.7	4	3
Cc1cccc(NC(=S)Nc2ccc(Br)cc2)c1	-5	0.1	6	1	3	-5	10	-1.5	-6	-1
O=C(NCCN1CCN(c2ccccc2)CC1)Nc1ccccc1Cl	2	1.1	-19	3	0	0	-7	-1.3	11	0
COc1ccc(C(=O)c2nccc3ccccc23)cc1	2	-1.0	-4	-1	0	0	13	-0.9	4	7
CCOC(=O)C1=C(C)N=C2SCCC(=O)N2C1c1ccc(C(=O)OC)cc1 (stereo unspecified)	4	-1.9	-12	2	/	-8	6	-0.7	-2	-3
CCN1CCN(C(=O)CS(=O)(=O)Cc2nc(-c3ccc(C)cc3)oc2C)CC1	-3	0.6	-1	/	-1	-7	-8	2.2	6	2
O=[N+]([O-])c1cccnc1NCc1cccs1	-2	-2.5	-6	2	23	8	14	-0.3	-4	-2
COCCn1c(SCC(=O)OCc2ccccc2)nc2c1c(=O)[nH]c(=O)n2C	1	0.9	2	-5	2	-5	4	-0.3	-1	2
O=C(CN1CCC(NC(=O)c2cccc(F)c2)CC1)Nc1ccc(Br)cc1	5	-0.6	-10	2	-1	0	-7	-0.7	0	1
Fc1ccc2nc(Nc3nc4c(F)cc(F)cc4s3)sc2c1	3	-0.9	10	-5	/	-2	5	-1.4	5	12
CSCC[C@H](NC(=O)c1ccc2c(c1)OCO2)c1nnc2ccccn12	-3	-2.4	-3	-4	-2	-3	17	/	2	-1
COc1ccc(-c2ccc(-c3noc(-c4ccccc4)n3)c(OC)n2)cc1	5	-2.4	-9	-5	3	2	1	-2.1	-11	-9
COc1ccc(N2CCN(Cc3ccc(Br)s3)CC2)cc1	-1	-0.3	-5	-1	/	-2	-3	-2.1	1	0
COc1ccccc1C(O)P(=O)(OCC(C)C)c1ccc(N(C)C)cc1 (stereo unspecified)	1	-0.1	1	-2	1	-6	/	-0.6	-1	-7

Remaining list, next part.
SMILES	V-ATPase pH	CAL PDZ FP-1	dFosB act	CAL PDZ FP-2	Wnt bcat act	Rtt109 HAT inh	MITF TRPM1 HTS	CDK5 inh	cardiac RTF act	Tat export inh
COc1cccc(C(=O)NCCS(=O)(=O)NCc2cccnc2)c1	1	-1.7	-5	/	-1	5	-5	3.2	-14	-7
O=C(Oc1cc(-c2ccccc2)no1)c1ccc(F)cc1	-1	0.6	-3	/	-4	0	/	-0.4	-3	0
O=C(CNC(=O)/C(=C\c1ccc(F)cc1)NC(=O)c1ccccc1)OCc1ccccc1	-2	-2.5	-2	0	/	16	-11	0.4	-1	-1
COC(=O)c1cc(=O)n(Cc2ccco2)c(=Nc2ccc(F)cc2)s1	0	-0.8	-12	/	/	16	/	-0.5	7	10
CCc1cccc(C)c1NC(=O)COC(=O)Cn1c(C)csc1=O	5	-2.4	-2	-4	-1	35	5	-0.6	-6	3
CN1CCN(CC(=O)NN2CC(=O)N(c3ccc(F)cc3)CC2=O)CC1	-2	0.4	2	52*	3	2	-5	1.5	-3	-6
COc1cc2c(cc1OC)C1=NC(=O)CN1C(SCc1ccccc1)=N2	3	-5.1	-4	-6	/	0	-5	-0.6	2	4
CCn1nc(NC(=O)Cc2ccc(OC)cc2)c2cc3cccc(C)c3nc21	-5	-0.4	6	/	-1	5	/	0.8	11	-6
C=CCn1c(SCC(=O)NC23CC4CC(CC(C4)C2)C3)nc(O)cc1=O	-7	/	4	-6	/	9	-5	-1.2	-5	-14

Quoted at random: 2 entries already listed.
SMILES	V-ATPase pH	CAL PDZ FP-1	dFosB act	CAL PDZ FP-2	Wnt bcat act	Rtt109 HAT inh	MITF TRPM1 HTS	CDK5 inh	cardiac RTF act	Tat export inh
O=C(Oc1cc(-c2ccccc2)no1)c1ccc(F)cc1	-1	0.6	-3	/	-4	0	/	-0.4	-3	0
C=CCn1c(SCC(=O)NC23CC4CC(CC(C4)C2)C3)nc(O)cc1=O	-7	/	4	-6	/	9	-5	-1.2	-5	-14

From PubChem
